Assay outcomes from PubChem.
STK33 kinase inh: human STK33 kinase inhibition; Q9BYT3; purified STK33, MBP phosphorylation, ADP-Glo luminescence; inhibition, % at 10 µM; 0.073% of 320,000 active; AID 2661;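 active means inhibition at or above 25%, using the most active replicate where run in duplicate; inactive means inhibition below 25%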
Target sequence (Q9BYT3 whole entry, looked up): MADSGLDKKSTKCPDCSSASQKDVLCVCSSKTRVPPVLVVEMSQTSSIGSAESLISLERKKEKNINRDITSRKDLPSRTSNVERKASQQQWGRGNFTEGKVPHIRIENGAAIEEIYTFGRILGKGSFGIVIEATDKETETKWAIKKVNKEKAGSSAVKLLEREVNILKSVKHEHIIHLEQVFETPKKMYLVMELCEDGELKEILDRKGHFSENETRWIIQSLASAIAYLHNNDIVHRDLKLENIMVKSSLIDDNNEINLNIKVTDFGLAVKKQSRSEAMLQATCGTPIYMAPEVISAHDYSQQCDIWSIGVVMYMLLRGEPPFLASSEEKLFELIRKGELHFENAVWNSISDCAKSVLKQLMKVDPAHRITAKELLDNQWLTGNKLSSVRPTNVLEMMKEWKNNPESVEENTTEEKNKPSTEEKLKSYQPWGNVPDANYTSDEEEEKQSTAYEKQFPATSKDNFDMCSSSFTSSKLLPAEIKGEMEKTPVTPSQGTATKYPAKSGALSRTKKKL
* marks the source's active call; other numbers are inactive results.

SMILES	STK33 kinase inh
C[C@]12CC[C@H](O)CC1=CCC1C2CC[C@@]2(C)C1CC[C@@H]2NC(=O)CCC(=O)O (stereo partly drawn)	-0.9
c1ccc2c(C[C@@H]3CNCCN3CCCCC3CCCCC3)cccc2c1	1.8
COC(=O)c1ccc(CNC(=O)COC(=O)CCC(=O)c2ccc(F)cc2)cc1	-0.7
COc1ccc(NC(=O)CN(C)C(=O)C2(c3ccccc3)CCCC2)cc1	0.6
C[C@H](CO)N1C[C@H](C)[C@H](CN(C)Cc2ccncc2)Oc2ccc(NC(=O)Nc3ccc(C(F)(F)F)cc3)cc2CC1=O	0.3
Cc1cc(C)n2nc(C(=O)OCC(=O)N(C)CC(=O)Nc3ccc(F)cc3)nc2n1	-1.3
CCn1c(=O)c(C(=O)CN(C)CC(=O)Nc2cccc(F)c2)c(N)n(Cc2ccccc2)c1=O	-1.4
CC(=O)Nc1ccc(S(=O)(=O)N(C)c2ccc(OCCOc3ccccc3F)cc2)cc1	-4.5
Cc1ccc(S(=O)(=O)NCCC(=O)NCc2ccc(Cl)cc2)cc1C	-1.7
O=C(O)c1cc(S(=O)(=O)N2CCN(S(=O)(=O)c3ccc4ccccc4c3)CC2)ccc1Br	-0.4

Among those listed so far, 3 have four or more nitrogen atoms.
SMILES	STK33 kinase inh
C[C@H](CO)N1C[C@H](C)[C@H](CN(C)Cc2ccncc2)Oc2ccc(NC(=O)Nc3ccc(C(F)(F)F)cc3)cc2CC1=O	0.3
Cc1cc(C)n2nc(C(=O)OCC(=O)N(C)CC(=O)Nc3ccc(F)cc3)nc2n1	-1.3
CCn1c(=O)c(C(=O)CN(C)CC(=O)Nc2cccc(F)c2)c(N)n(Cc2ccccc2)c1=O	-1.4

The results go on:
SMILES	STK33 kinase inh
O=C(COc1ccc(F)cc1Br)NCc1nnc2ccccn12	-1.1
CCN(CCS(=O)(=O)c1ccc(Br)cc1)Cc1nc2ccccc2c(=O)[nH]1	-0.7
O=C1Cc2cc(S(=O)(=O)NCc3ccc(F)cc3)ccc2N1	-0.4
COCCNC(=O)c1cccc2c1C(=O)c1ccc(N3CCOCC3)cc1S2(=O)=O	-0.5
CCCc1cc(=O)[nH]c(SCC(=O)Nc2ccc(C)c(S(=O)(=O)N3CCCCC3)c2)n1	-0.6
Nc1nccnc1C(=O)OCC(=O)NC1CCCc2ccccc21 (stereo not drawn)	0.7
CCC(NC(=O)c1ccccc1NC(=O)C(C)(C)C)C(=O)N1CC(C)OC(C)C1 (stereo not drawn)	-0.2
COc1ccc(S(=O)(=O)N2CCN(C(=O)c3cc4c(s3)CCC4)CC2)cc1	-0.8
CCN(C(=O)CSc1ccc2ccccc2n1)C1CCCCC1	-0.4
CSCCC(NC(=O)c1cc(S(=O)(=O)N2CCOCC2)ccc1F)c1nc2ccccc2[nH]1 (stereo not drawn)	-0.6

Part of the list above, set out differently.
Nc1nccnc1C(=O)OCC(=O)NC1CCCc2ccccc21 (stereo not drawn)
  STK33 kinase inh: 0.7

CCN(CCS(=O)(=O)c1ccc(Br)cc1)Cc1nc2ccccc2c(=O)[nH]1
  STK33 kinase inh: -0.7

CCN(C(=O)CSc1ccc2ccccc2n1)C1CCCCC1
  STK33 kinase inh: -0.4

COCCNC(=O)c1cccc2c1C(=O)c1ccc(N3CCOCC3)cc1S2(=O)=O
  STK33 kinase inh: -0.5

Continuation:
SMILES	STK33 kinase inh
O=C(CN1C(=O)NC2(CCCCC2)C1=O)Nc1ccc(Cl)c(S(=O)(=O)N2CCOCC2)c1	-0.5
Cc1ccccc1C(=O)N1CCC(C(=O)N2CCN(Cc3ccc4c(c3)OCO4)CC2)CC1	-1.0
CC(C)C(NC(=O)c1c(F)cccc1F)C(=O)NNC(=O)c1ccccc1 (stereo not drawn)	-1.0
COc1cccc(CN(C)C(=O)CN2C(=O)NC3(CCCc4ccccc43)C2=O)c1 (stereo not drawn)	-0.5
COC(=O)[C@]1(C)CCC[C@@]2(C)C3CC[C@@]4(C)C[C@]3(CCC21)CC(=O)N4 (stereo partly drawn)	-0.4
C=CC[C@H](CC(=O)NCCO)C(=O)N[C@@H](COC(=O)[C@H](CC=C)CC(=O)OC(C)(C)C)Cc1ccccc1	-0.8
Cc1ccc(S(=O)(=O)N2CCN(C(=O)CCCOc3cccc(C)c3)CC2)cc1	-0.8
COc1ccc(C(C)=O)cc1COC(=O)[C@H](Cc1ccccc1)NC(=O)c1ccco1	-1.2
O=C(COc1ccc(Br)cc1Cl)N1CCN(c2ncccn2)CC1	-2.0
C[C@@H]1COC(=O)[C@H](NC(=O)OCC2c3ccccc3-c3ccccc32)C/C=C\C[C@@H](CC(=O)N[C@@H](CO)Cc2ccccc2)C(=O)N1	1.9
O=C(Nc1cc(S(=O)(=O)N2CCOCC2)ccc1O)c1ccc(S(=O)(=O)N2CCCCC2)cc1	-0.6
O=C(/C=C/c1cccc(C(F)(F)F)c1)OCC(=O)N1CCN(c2ccccc2)CC1	-1.9
CN(C)c1ccccc1-c1csc(N2CCC(C(N)=O)CC2)n1	0.4
CC(C)NC(=O)N(C)C[C@@H]1Oc2c(NC(=O)C3CCOCC3)cccc2C(=O)N([C@@H](C)CO)C[C@H]1C	-0.3
Cc1noc(C)c1NC(=O)N(C)C[C@H]1Oc2ccc(NC(=O)NC(C)C)cc2C(=O)N([C@H](C)CO)C[C@H]1C	-0.4
Cc1noc(C)c1NC(=O)N(C)C[C@H]1Oc2c(NC(=O)Nc3ccc(C(F)(F)F)cc3)cccc2C(=O)N([C@H](C)CO)C[C@@H]1C	-0.3
CN(C(=O)CN1CCN(c2cnn(-c3ccccc3)c(=O)c2Cl)CC1)C1CCS(=O)(=O)C1 (stereo not drawn)	0.8
CN(C)S(=O)(=O)c1ccc(Cl)c(NC(=O)COC(=O)/C=C/c2ccc3ccccc3n2)c1	-0.6
CC1CCC2(CC1)NC(=O)N(CC(=O)N1c3ccccc3CC1C)C2=O (stereo not drawn)	-0.7
CN(CC(=O)Nc1c(Cl)cccc1Cl)C(=O)Cc1cccs1	-1.4

Another view of part of the listing above.
STK33 kinase inh	SMILES
-0.3	CC(C)NC(=O)N(C)C[C@@H]1Oc2c(NC(=O)C3CCOCC3)cccc2C(=O)N([C@@H](C)CO)C[C@H]1C
-0.4	Cc1noc(C)c1NC(=O)N(C)C[C@H]1Oc2ccc(NC(=O)NC(C)C)cc2C(=O)N([C@H](C)CO)C[C@H]1C
-0.3	Cc1noc(C)c1NC(=O)N(C)C[C@H]1Oc2c(NC(=O)Nc3ccc(C(F)(F)F)cc3)cccc2C(=O)N([C@H](C)CO)C[C@@H]1C
0.8	CN(C(=O)CN1CCN(c2cnn(-c3ccccc3)c(=O)c2Cl)CC1)C1CCS(=O)(=O)C1 (stereo not drawn)

(continued)
SMILES	STK33 kinase inh
CSc1nc(N)nc2c1ncn2CC(=O)NCCNc1ccc([N+](=O)[O-])cn1	-0.5
N#Cc1ccccc1OCC(=O)NNC(=O)CCNC(=O)c1ccccc1	-2.2
O=C(Cc1cccc(NC(=O)C2CCCN(C(=O)CCc3ccccc3)C2)c1)Nc1cccc(C(=O)N2CCCC2)c1 (stereo not drawn)	-1.2
O=S(=O)(N=C(NS(=O)(=O)c1ccc(Cl)cc1)c1ccccc1)c1ccc(Cl)cc1	-3.2
COc1ccc(NS(=O)(=O)c2cc(NC(=O)c3ccccn3)ccc2OC)cc1Br	-1.8
C[C@@H](CN1CCC[C@H]1CN1C(N)=NC[C@@H]1Cc1ccccc1)N1C[C@@H](Cc2ccccc2)N(CCc2ccc(Cl)c(Cl)c2)C1=N	6.2
C=CCNc1nc(C(=O)OCC(=O)NCc2cccc(Cl)c2)cs1	-1.1
CCN(C[C@H]1N[C@@](CC)(C(=O)OC)[C@H]2C(=O)N(C)C(=O)[C@@H]12)S(=O)(=O)c1ccc(-c2ccccc2)cc1	0.4
Cc1nc(NC(=O)COC(=O)CCc2ccccc2)c(Cl)cc1Cl	-1.8
COc1ccc2nc3n(c(=O)c2c1)-c1cc(Cl)ccc1C(=O)NC3Cc1ccccc1 (stereo not drawn)	-1.8
O=c1cc(-c2ccccc2)oc2ccc(Br)cc12	0.0
COc1ccc(C(=O)C(C)OC(=O)CN2C(=O)c3ccccc3C2=O)cc1 (stereo not drawn)	0.0
O=C(/C=C/c1ccccc1Cl)OCC(=O)c1ccc[nH]1	-1.0
O=C(COC(=O)c1ccccn1)NCc1ccc(Cl)cc1Cl	-0.2
CCOC(=O)c1sc(NC(=O)C2CC(=O)N(c3ccccc3OC)C2)nc1C (stereo not drawn)	0.8
CCOC(=O)[C@H]1[C@H]2COc3ccc(OC)cc3[C@@H]2N2C(=O)CN(Cc3ccc(C)cc3)C(=O)[C@@]12C	-0.7
CN1CCN(c2ccc(NC(=O)c3cc(S(N)(=O)=O)ccc3N3CCOCC3)cc2)CC1	-0.9
CC1CCN(c2ccc3c(c2)S(=O)(=O)c2cccc(C(=O)NC4CC4)c2C3=O)CC1	0.8
COc1cc(OC)cc(-c2c(-c3cccs3)c3cc(-c4ccn[nH]4)ccc3n2C)c1	2.3
O=C(NC1CCCC1)c1cccc2c1C(=O)c1ccc(/C=C/c3ccccc3)cc1S2(=O)=O	-0.9
O=C(COc1ccc(-c2nnco2)cc1)N1CCOCC1	-1.1
CCCOc1ccc(NC(=O)CC2C(=O)OCC3CCCCN32)cc1 (stereo not drawn)	-1.2
O=C(CSc1nnnn1-c1ccccc1)NC(=O)Cc1ccccc1	-0.3
COc1cc(OC)cc(-c2c(-c3cccs3)c3cc(-c4ccc(OCc5ccccc5)cc4)ccc3n2C)c1	-0.9
CN(CC(=O)NNC(=O)CNC(=O)c1ccccc1F)S(=O)(=O)c1ccc(Cl)cc1	-0.2
CNS(=O)(=O)c1cccc(C(=O)OCC(=O)c2cc(C)n(CC3CCCO3)c2C)c1 (stereo not drawn)	-0.2
O=C(COC(=O)/C=C/c1ccc(F)cc1)NCc1cccs1	-0.2
O=C(Cc1ccccc1[N+](=O)[O-])NNC(=O)c1ccncc1	-0.5
O=C(COC(=O)CCC1CCCC1)Nc1ccc(F)cc1	-1.9
CC(CCc1ccccc1)NC(=O)COC(=O)c1cccnc1Cl (stereo not drawn)	-3.3
O=C(COC(=O)c1cc(S(=O)(=O)N2CCOCC2)ccc1F)Nc1ccc(Cl)cn1	0.7
O=C(Nc1ccc(Cl)c(S(=O)(=O)N2CCOCC2)c1)C1CCCC1	0.2
CCCCn1c(SCC(=O)NNC(=O)c2ccccc2)n[nH]c1=O	-0.5
Cc1cc(C)c(S(=O)(=O)N2CCN(C(=O)C3CCCO3)CC2)c(C)c1 (stereo not drawn)	-0.9
COc1ccc(-c2cc(C(=O)N3CCCC(C(F)(F)F)C3)c3ccccc3n2)cc1 (stereo not drawn)	-1.7
COc1ccccc1C(C)NC(=O)CN(C)CC(=O)Nc1c(C)cccc1C (stereo not drawn)	-1.6
COc1ccccc1NC(=O)COC(=O)/C=C/c1ccc(OC)c(OC)c1	-0.7
Cc1cccc(C)c1OCC(=O)OCC(=O)Nc1ccc(Cl)cn1	0.1
CCOC(=O)c1c(C)[nH]c(C(=O)COC(=O)c2cnccn2)c1C	-1.8
Cc1cccc(COc2ccccc2C(=O)N(C)CC(=O)Nc2cccc(F)c2)c1	-1.0
C#CCOCCOCCOCCNc1nc(N2CCN(C(=O)[C@H](CCCN=C(N)N)n3cc(C(N)[C@@H](C)CC)nn3)CC2)nc(N2CCN(C(=O)[C@H](CCC(=O)O)n3cc([C@@H](N)CC(N)=O)nn3)CC2)n1 (stereo partly drawn)	7.5
CC(C)(C)C(=O)Nc1ccc(C(=O)COC(=O)c2ccccn2)cc1	0.1
Cc1ccc2nc(SCC(=O)NCCCN3CCCC3=O)[nH]c2c1	-2.2
COc1ccc(-c2nc(N)nc(N)n2)c(O)c1	4.0
Cc1noc(C)c1S(=O)(=O)N(C)C[C@H]1Oc2ccc(NC(=O)NC(C)C)cc2C(=O)N([C@H](C)CO)C[C@@H]1C	-0.1
CC(=NNC(=O)c1cc(C)nc2ccccc12)c1ccc(N2CCOCC2)cc1	-1.2
NS(=O)(=O)c1ccc(CCNC(=O)COC(=O)c2nc(Cl)ccc2Cl)cc1	-0.1
COc1ccc(C2=CC(=O)C[C@H](c3ccc(OC)c(OC)c3)C2)cc1	-2.1
Cc1onc(-c2ccccc2)c1C(=O)OCC(=O)N(C)c1ccccc1	0.4
COc1ccccc1C=NNC(=O)c1ccccc1OCCOc1ccccc1	-0.1
Carrying on:
SMILES	STK33 kinase inh
COc1ccc(/C=C/C(=O)Nc2ccccc2F)cc1S(=O)(=O)N1CCOCC1	-0.2
Cc1noc(C)c1COc1ccccc1C(=O)N1CCN(S(=O)(=O)c2cccc([N+](=O)[O-])c2)CC1	-0.4
O=[N+]([O-])c1ccccc1Oc1ccc(S(=O)(=O)N2CCOCC2)cc1	-0.9
CCOc1ccc(NS(=O)(=O)c2ccc(NC(=O)c3ccccn3)cc2)cc1	-1.4
CCCC(C)NC(=O)CN(Cc1ccco1)S(=O)(=O)c1ccccc1 (stereo not drawn)	-2.6
COc1ccc(C2=NOC(Cn3nc(-c4ccccc4)cc3C(=O)NCc3ccccc3OC)C2)cc1 (stereo not drawn)	0.3
CCCn1c(N)c(N(CCOC)C(=O)C2CCCC2)c(=O)[nH]c1=O	0.7
Cc1ccc(S(=O)(=O)CCC(=O)N(Cc2nnc(-c3ccc(Cl)cc3)o2)C2CC2)cc1	0.0
COc1ccc(OC)c(-c2csc(NC(=O)COC(=O)c3ccc(NC(=O)CC#N)cc3)n2)c1	-1.4
COC(=O)c1cc(COC(=O)CNC(=O)c2cccc(C)c2)oc1C	0.6
CN(C(=O)COn1nnc2ccc(Cl)cc21)C1CCS(=O)(=O)C1 (stereo not drawn)	0.8
Nc1nnc(SCC(=O)NNC(=O)c2ccc(Cl)cc2)s1	-0.8
COc1ccc(OC)c(S(=O)(=O)N2CCN(C(=O)NC3CCCCC3)CC2)c1	0.3
CN(c1ccccc1)S(=O)(=O)c1ccccc1Br	-0.1
O=C(CNC(=O)c1ccc(Br)cc1)Nc1ccc2c(c1)CCC2	-0.5
CCCCn1c(CCC(=O)O)nc2cc(S(=O)(=O)N3CCCC3)ccc21	5.6
CC(O/N=C(\N)c1ccccc1)C(=O)Nc1cccc(C(F)(F)F)c1 (stereo not drawn)	-0.8
O=C(O)c1c(Cl)cccc1Cl	1.1
Cc1oc(-c2cccs2)nc1CNC[C@H]1O[C@@H](n2cnc3c(N)ncnc32)[C@H](O)[C@@H]1O	1.4

This is a subset; count on the stated rates, not on these rows.
